From PubChem BioAssay
NR1D1 modulator = modulates human Rev-erb alpha binding to DNA; actives 0.79% (n = 370,000); AID 1259318; P20393; activity, % at 10 µM; Rev-erbα–FITC-DNA binding, fluorescence polarization, 90 min;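 active = activity above about 14%, limit read from the data; passing the limit was not always enough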;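 note: 0% = DMSO wells with 35 nM protein and 100% = DMSO wells with 750 nM protein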
PG9 Ab binder = small molecules binding HIV-1 gp120 antibody PG9 | TR-FRET gp120-PG9 antibody binding | inhibition, % at 6.7 µM | actives 0.43% (n = 360,000); in the data active = inhibition above about 8.5%
NPR1 activator = GC-A (human) enzyme activation; P16066; HEK293 GC-A cells, cGMP TR-FRET, EC30 ANP; 0% at EC30 ANP, 100% saturating ANP; activation, % at 10 µM; actives 0.14% (n = 370,000); in the data active = activation above about 40%
HTRA1 inh = blocks human HTRA1 serine peptidase. recombinant HTRA1, FP-rhodamine activity-based probe, fluorescence polarization. inhibition, % at 5.96 µM. actives 0.5% (n = 340,000); in the data active = inhibition above about 36%;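 note: 0% = enzyme with DMSO and 100% = wells lacking enzyme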
rCAG RNA binder = molecules binding r(CAG) RNA repeats; inhibition, % at 3 µM; actives 1.3% (n = 370,000); AID 651821; r(CAG) RNA repeat, TO-PRO-1 dye displacement fluorescence;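 active = inhibition above the plate cutoff, the mean of all test compounds on that plate plus 3 SD, cut at about 35% in these data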;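 note: 0% = DMSO alone and 100% = 100 µM mitoxantrone as full dye displacement; higher means more dye released from RNA so lower well fluorescence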
mABHD4 FP = ABHD4 (mouse) inhibition, primary FP screen. purified mABHD4, FP-Rh probe fluorescence polarization. inhibition, % at 8.92 µM. actives 0.54% (n = 370,000). AID 720543;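 active = inhibition exceeding the mean over every tested compound plus 3 SD, cut at about 30% in these data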;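 note: 0% = plate median of compound wells and 100% = S159A mutant with DMSO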
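Assay system: mouse ABHD4 enzyme, wild type / Also added: fluorescent activity-based probe FP-Rh / Doses: single nominal dose of 8.92 µM, 0.89% DMSO final / Timing: 45 min compound pre-incubation plus 60 min probe step, 25 °C / Signal: FP readout, ex 525 nm / em 598 nm / Control set: S159A mutant/DMSO as 100%, compound-well median as 0%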
GC-B act = GC-B (human) receptor activation; P20594; HEK293-GC-B cells, CNP EC30, cGMP TR-FRET; 0% at EC30 CNP, 100% saturating CNP; activation, % at 10 µM; actives 0.11% (n = 370,000); AID 1920062;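 active = activation at 10 µM reaching about 35% in either raw or pattern-adjusted values, limit read from the data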
Target sequence (P20594 whole entry, looked up): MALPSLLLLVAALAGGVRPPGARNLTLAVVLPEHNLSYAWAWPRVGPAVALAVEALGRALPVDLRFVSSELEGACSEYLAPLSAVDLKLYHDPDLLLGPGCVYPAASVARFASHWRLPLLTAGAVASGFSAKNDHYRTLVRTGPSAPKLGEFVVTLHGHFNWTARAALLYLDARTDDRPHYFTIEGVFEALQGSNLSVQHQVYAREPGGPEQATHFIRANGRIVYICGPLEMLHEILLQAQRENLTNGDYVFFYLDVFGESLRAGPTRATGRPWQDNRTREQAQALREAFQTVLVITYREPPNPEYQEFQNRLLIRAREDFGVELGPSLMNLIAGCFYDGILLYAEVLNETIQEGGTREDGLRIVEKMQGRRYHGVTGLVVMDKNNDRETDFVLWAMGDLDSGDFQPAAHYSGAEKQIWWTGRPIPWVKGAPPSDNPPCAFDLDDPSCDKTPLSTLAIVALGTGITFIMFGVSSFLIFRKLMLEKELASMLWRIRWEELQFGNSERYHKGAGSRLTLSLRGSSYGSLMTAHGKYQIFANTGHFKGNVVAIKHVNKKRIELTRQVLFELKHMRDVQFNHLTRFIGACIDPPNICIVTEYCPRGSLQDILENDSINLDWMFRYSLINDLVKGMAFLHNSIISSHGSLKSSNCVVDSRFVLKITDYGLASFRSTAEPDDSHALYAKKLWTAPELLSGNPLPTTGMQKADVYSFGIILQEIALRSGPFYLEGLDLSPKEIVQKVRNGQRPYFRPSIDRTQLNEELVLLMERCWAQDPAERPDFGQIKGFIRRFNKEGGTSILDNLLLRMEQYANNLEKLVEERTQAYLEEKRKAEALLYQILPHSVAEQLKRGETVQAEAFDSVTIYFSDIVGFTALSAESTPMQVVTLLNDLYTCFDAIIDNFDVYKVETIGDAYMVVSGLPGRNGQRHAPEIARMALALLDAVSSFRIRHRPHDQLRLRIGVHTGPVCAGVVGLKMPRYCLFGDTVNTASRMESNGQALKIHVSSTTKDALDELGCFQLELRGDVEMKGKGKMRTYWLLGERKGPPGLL
SMARCA2 act = activators of SMARCA2 function | MG213 cells, MMTV-luciferase reporter, dexamethasone, overnight | activation, % at 9.1 µM | actives 1% (n = 370,000) | AID 652017; in the data active = activation above about 7.8%;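 note: 0% = vehicle wells and 100% = reference activator wells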
ASAP1 GAP inh = ASAP1 ArfGAP inhibition; Q9ULH1; ASAP1-stimulated ARF1 GTP hydrolysis, GDP FP detection; inhibition, % at 16.5 µM; actives 0.19% (n = 360,000); AID 624377; in the data active = inhibition above about 25%;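 note: 0% = vehicle with enzyme and substrate and 100% = no enzyme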
ARFGAP1 inhibitor = inhibitors of rat ARFGAP1; actives 0.26% (n = 360,000); Q62848; inhibition, % at 16.5 µM; Arfgap1-stimulated ARF1 GTP hydrolysis, GDP FP detection; AID 651572;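 active = inhibition above a per-plate limit, mean inhibition of low control wells plus 3 SD, cut at about 25% in these data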;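 note: 0% = DMSO wells with enzyme and 100% = wells lacking Arfgap1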
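System: truncated rat Arfgap1 GAP domain / Medium: HEPES-based buffer, pH 7.5 / Also added: N-terminally truncated human ARF1-GTP substrate / Incubation: enzyme reaction 120 min at 25 °C after 20 min preincubation / Measured by: FP of antibody-bound GDP Alexa 633 tracer, ex 620/em 688 nm / Replicates: singlicate, each compound tested once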
Active calls of the source: *; . = not tested or not shown.

Molecule	NR1D1 modulator	PG9 Ab binder	NPR1 activator	HTRA1 inh	rCAG RNA binder	mABHD4 FP	GC-B act	SMARCA2 act	ASAP1 GAP inh	ARFGAP1 inhibitor
CC(=O)O/N=C/c1c(NCc2ccccc2)nc2c(C)cccn2c1=O	2	-4.7	12	.	0	-1	4	4	12	-2
CCS(=O)(=O)c1ccc2oc(Nc3ccccc3Br)nc2c1	0	-0.3	1	-3	-4	1	-3	-1	10	11
Cn1c(=O)[nH]c(Nc2ccccc2)c([N+](=O)[O-])c1=O	-4	-0.6	-1	2	3	1	2	-4	5	-2
O=C(NCc1nnnn1-c1ccc(F)c(F)c1)C(=O)c1c[nH]c2ccccc12	4	-0.9	0	4	-2	-4	-1	-1	3	-1
CCOC(=O)[C@]12CCC=C1N(Cc1ccco1)C(=O)[C@H](CC(=O)NCc1cccc3ccccc13)C2	-6	1.5	-1	.	11	0	0	-1	-6	10
CCN(CCNC(=O)C1CCN(S(=O)(=O)CC)CC1)c1ccccc1	6	-2.8	5	8	-4	4	1	-4	0	0
CCC(=O)Nc1cccc(-n2nnnc2SCC(=O)N(C(C)C)C(C)C)c1	5	-1.6	3	-8	-5	-3	-1	-4	5	0
CCOC(=O)c1oc2ccccc2c1NC(=O)c1cc(OC)cc(OC)c1	4	0.2	7	-12	0	-14	2	-1	10	15
COc1cc(-c2nn3c(Cc4ccccc4)nnc3s2)cc(OC)c1OC	3	-2.4	18	1	2	-1	13	-1	-4	-2
Clc1ccc(C=NNc2ccccn2)c(Cl)c1	2	2.3	-1	1	0	9	-2	1	-10	-3
Cc1ccc(S(=O)(=O)NCC(c2ccccc2)N2CCN(CCC#N)CC2)cc1 (configuration not stated)	-3	0.8	-13	1	-4	0	-2	-2	15	-1
O=C1/C(=C/c2ccc(F)cc2)SC(=S)N1NS(=O)(=O)c1ccccc1	3	-3.3	5	-1	56*	-7	3	-1	0	-9
CCOc1ccccc1N(C(=O)CNS(=O)(=O)c1ccccc1)C(CC)C(=O)NCc1ccco1 (configuration not stated)	-1	-0.2	-4	-9	-2	3	-3	4	4	4
COCCN(Cc1cc2cc(C)cc(C)c2nc1Cl)C(=O)Nc1ccccc1	0	3.1	-16	-48	-1	-6	-5	-2	12	-1
C[C@H]1[C@@H](OC(=O)NC2CCC2)CC[C@@]23CCCN2C(=O)CCC[C@@H]13	-7	.	-1	.	.	1	-3	.	.	.

Two entries from above, with values under each structure:
Value order: NR1D1 modulator	PG9 Ab binder	NPR1 activator	HTRA1 inh	rCAG RNA binder	mABHD4 FP	GC-B act	SMARCA2 act	ASAP1 GAP inh	ARFGAP1 inhibitor
O=C(NCc1nnnn1-c1ccc(F)c(F)c1)C(=O)c1c[nH]c2ccccc12
    4	-0.9	0	4	-2	-4	-1	-1	3	-1
CCOC(=O)[C@]12CCC=C1N(Cc1ccco1)C(=O)[C@H](CC(=O)NCc1cccc3ccccc13)C2
    -6	1.5	-1	.	11	0	0	-1	-6	10

Later entries
Molecule	NR1D1 modulator	PG9 Ab binder	NPR1 activator	HTRA1 inh	rCAG RNA binder	mABHD4 FP	GC-B act	SMARCA2 act	ASAP1 GAP inh	ARFGAP1 inhibitor
Cc1cc(C)cc(C(=O)O/N=C(\N)c2ccc(Br)cc2)c1	-3	0.5	3	-13	-2	4	-7	-3	7	6
Cc1cc2cc(C)c(NCCNC(=O)c3ccccc3Cl)nc2cc1C	0	-1.6	-8	-13	-5	6	-4	2	9	-11
O=C(CNC(=O)c1cccc([N+](=O)[O-])c1)OCCCC(=O)c1ccc(F)cc1	3	0.8	0	-4	3	1	2	-1	-9	4
CCCOc1ccc(/C(O)=C2/C(=O)C(=O)N(CCN(C)C)C2c2ccco2)cc1 (configuration not stated)	4	-1.8	0	2	8	-2	6	2	-8	7
COc1ccc2c(C)nc(N/C(N)=N/S(=O)(=O)c3ccc(C)cc3)nc2c1	2	-1.4	3	-41	24	0	5	-2	3	1
Cc1ccc(S(=O)(=O)N2CCCCC2)cc1C(=O)NCCN1CCOCC1	0	-0.1	1	6	0	-3	2	-1	3	-13
Cn1c(Nn2cnnc2)nc2ccccc21	1	0.9	0	-4	-2	-3	7	-1	2	-1
O=[N+]([O-])c1ccc2c(c1)/C(=N\O)c1ccccc1-2	-6	-1.4	5	-7	23	-5	2	1	4	0
CCCc1[nH]n(-c2nc3ccccc3s2)c(=O)c1C=NCC1CCCO1 (configuration not stated)	-2	-2.2	-2	-7	-3	-7	-3	4	-9	-2
Cc1ccc2nc(C(C)(C)C)c(Cc3cccc(F)c3)n2c1	-4	-0.2	-3	.	3	4	-3	5	8	0
COc1ccc(C)cc1NC(=O)CN1C(=O)C2CC=CCC2C1=O (configuration not stated)	2	1.2	1	1	4	-4	5	0	5	-5
COC(=O)N/N=C/c1ccc(OS(=O)(=O)c2ccc(C)cc2)c(OC)c1	2	-0.3	-1	-8	-5	-4	-1	-3	5	37*
Cc1nc2ccc(CCO)cc2s1	-6	0.8	-1	3	1	-7	2	1	0	0
O=C(NCCC1CCCC1)C1CCC(=O)N(CCCN2CCCC2=O)C1 (configuration not stated)	6	0.2	-3	8	-3	6	3	1	0	0
CCc1ccc2nc(NC(=O)C3CSC4(C)CCC(=O)N34)sc2c1 (configuration not stated)	-2	-0.7	12	-4	2	1	-5	4	8	1
CCOC(=O)c1c(C)[nH]c(C)c1S(=O)(=O)N(C)CC(=O)N1CCN(c2ccc(OC)cc2)CC1	-3	-1.2	0	4	-4	-4	-2	3	7	16
COc1ccc(S(=O)(=O)NCCCN2CCOCC2)c2ccccc12	-1	-0.4	1	-3	1	-4	-1	-2	3	4
COc1ccc(CCN2CC(C(=O)Nc3ccc(S(C)(=O)=O)cc3)CC2=O)cc1OC (configuration not stated)	-9	0.1	-1	-1	0	-1	0	0	1	2
Cc1cc2cc(CNC(=O)c3ccc(S(=O)(=O)N4CCCCC4)cc3)ccc2[nH]1	-2	-3.5	-2	-12	18	24	-2	-3	21	14
CN(Cc1ccccc1)C(=O)c1cccc(C(=O)N(C)Cc2ccccc2)c1	1	-1.4	-6	-5	-8	4	-6	0	-8	8
Cc1cc(C)n(CC(=O)NCc2ccccc2)c(=O)c1C#N	-5	-2.3	-1	7	-3	-3	1	-2	-1	-8
CC(CN1CCCCC1)OC(=O)c1ccc(Cl)cc1Cl (configuration not stated)	-5	1.5	-2	-3	-3	6	-1	1	-4	3
CC(Oc1ccccc1)C(=O)N1CCN=C1SCc1cccc(F)c1 (configuration not stated)	-4	-1.5	5	1	-2	-5	4	-4	-10	2
CCOC(=O)C1CCN(C(=O)c2c(-c3ccccc3)noc2C)CC1	1	-2.0	0	-12	-4	3	0	-1	8	6
O=C1CSC(c2ccccc2)N1Cc1ccccc1 (configuration not stated)	8	0.0	3	1	-1	1	1	-1	2	1
COCCNC(=O)C1(C)CCCN(CCS(=O)(=O)c2ccc(C)cc2)C1 (configuration not stated)	6	1.2	-1	.	0	3	-1	-2	11	8
CCCCCCCCN1C(=O)[C@@H](CC(=O)N2CCCCC2)C[C@@]2(C(=O)OC)C1=C[C@H](C1CCCC1)O[C@@H]2C	-4	-0.5	-7	.	3	-2	1	-4	-6	1
COc1ccc(-n2c(=S)[nH]c3ncccc3c2=O)cc1	-7	0.6	1	9	-3	6	-3	0	0	-3
CC(C)(C)NC(=O)CN(C(=O)CCC(=O)Nc1nccs1)c1ccc2c(c1)OCCO2	-6	-2.5	-1	-2	-6	-1	1	0	-4	5
Cc1ccccc1Cn1cc(CN2[C@H](CC(C)C)COc3cc(Br)ccc3S2(=O)=O)nn1	5	.	-2	.	3	-1	4	2	.	.
CCNC(=O)Nc1ccc(-n2nc(C)c(C(=O)OCC)c2C)nc1	-4	0.0	2	-6	-4	1	-1	-1	1	6
O=C(CN1C(=O)/C(=C/c2cccc(Br)c2)SC1=S)NC1=NCCS1	-1	0.6	1	-7	10	-25	4	-1	12	2
O=C(N1CCOCC1)N(Cc1cccs1)C1CCCC1	-5	-0.6	2	3	-5	2	-2	-3	-8	4
O=C(N/C(=C\c1ccc([N+](=O)[O-])cc1)C(=O)N1CCOCC1)c1cccc(Br)c1	-4	-1.2	-2	-3	-3	-2	-2	-1	-2	2
CCCCN(C(=O)c1ccc(-c2ccc([N+](=O)[O-])cc2)o1)c1c(N)n(CCCC)c(=O)[nH]c1=O	-1	1.2	-2	-1	1	5	2	-1	-20	7
O=C(O)c1cccc2c1C(=O)c1ccc(-c3ccc(F)cc3F)cc1S2(=O)=O	-4	-0.2	-3	-4	22	-3	3	1	-3	4
COc1ccc(S(=O)(=O)N(C)C[C@@H]2OCCCC[C@H](C)Oc3ccc(NC(=O)Nc4ccc(C(F)(F)F)cc4)cc3C(=O)N([C@H](C)CO)C[C@H]2C)cc1	6	-0.7	1	-43	22	-46	7	0	-9	10
O=C(NN1C(=O)c2ccccc2C1=O)c1ccc2c(c1)C(=O)N(CC1CCCO1)C2=O (configuration not stated)	-4	0.7	6	-3	3	19	2	1	2	2
CCOc1cccc(-c2cc(-c3n[nH]c(=S)n3CC)c3ccccc3n2)c1	3	0.0	-3	-11	24	-44	-9	1	3	6
O=C(NCc1cccc(C(F)(F)F)c1)C1CCN(c2ncccn2)CC1	-1	-1.0	1	-4	-7	1	-1	-2	2	-8
COc1cccc(C(CNC(=O)C(c2ccccc2)c2ccccc2)N(C)C)c1 (configuration not stated)	1	-1.3	-23	2	-3	1	-10	-2	-9	1
CNc1ncnc2c1ncn2[C@H]1CN(CCN2CCOCC2)C[C@@H](CO)O1	2	-1.2	-1	.	2	-2	-1	1	-8	7
Cc1cccnc1NC(=O)Cn1nc([N+](=O)[O-])cc1C	-7	-1.0	0	3	-1	-1	1	-2	5	-3
Cc1cccc(N2C(=O)C(Oc3ccc(Cl)cc3Cl)C2C(=O)O)c1C (configuration not stated)	0	-0.1	3	1	4	3	5	0	3	25*
CC(C)C(OC(=O)c1cccs1)C(=O)NCc1ccccc1 (configuration not stated)	0	-2.0	-6	-3	-4	-1	-3	-4	-1	2
CC(=O)Nc1ccc(S(=O)(=O)NCC(=O)NNC(=O)COc2c(C)cccc2C)cc1	0	-1.7	-1	6	2	4	0	-2	-3	0
Cc1ccc(-c2c3c(=O)n(C)c(=O)n(C)c3cn2-n2cnnc2)cc1	-4	1.5	-5	0	-2	0	-6	1	-7	1
C/C(Cl)=C/Cn1c(SCc2ccc(Cl)cc2)nc2c1c(=O)[nH]c(=O)n2C	-2	-1.4	-10	1	-2	7	-6	1	-3	-4
Cc1cccc(-n2c(=O)c3c(C)c(C)sc3n(CC(N)=O)c2=O)c1	3	0.1	2	11	2	-4	-4	1	-2	-15

Some of these compounds in order of the NR1D1 modulator value, lowest first:
| SMILES | NR1D1 modulator | PG9 Ab binder | NPR1 activator | HTRA1 inh | mABHD4 FP | GC-B act | SMARCA2 act | ASAP1 GAP inh | ARFGAP1 inhibitor |
| --- | --- | --- | --- | --- | --- | --- | --- | --- | --- |
| Cc1nc2ccc(CCO)cc2s1 | -6 | 0.8 | -1 | 3 | -7 | 2 | 1 | 0 | 0 |
| Cc1cc2cc(C)c(NCCNC(=O)c3ccccc3Cl)nc2cc1C | 0 | -1.6 | -8 | -13 | 6 | -4 | 2 | 9 | -11 |
| Cc1cccc(-n2c(=O)c3c(C)c(C)sc3n(CC(N)=O)c2=O)c1 | 3 | 0.1 | 2 | 11 | -4 | -4 | 1 | -2 | -15 |
| CCC(=O)Nc1cccc(-n2nnnc2SCC(=O)N(C(C)C)C(C)C)c1 | 5 | -1.6 | 3 | -8 | -3 | -1 | -4 | 5 | 0 |
